MmCpn inh: inhibitors of Methanococcus maripaludis chaperonin (MmCpn). purified Mm-Cpn ATPase, ADP Transcreener TR-FRET. Potency, µM (highest dose often 76.9 µM), inactives show top-dose activity, negative = inhibition, usual class: inhibitors. hit rate 0.031% among 330,000; further: potency means the concentration at half of the fitted maximal effect; on the % scale 0 is the no-effect control and ±100 the full control effect; nearly all actives have a fitted effect of over 80% in size
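Eu-cryptate anti-ADP/ADP-d2 competition gives a ratio inversely related to ADP. Enzyme at 25 nM was pre-exposed to compound for 10 min, then given 10 uM ATP for 30 min, 37°C throughout.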
Akt phos inh: Akt phosphorylation inhibition. hit rate 0.32% among 360,000. AID 651550. activity change, % for hits at 50 µM. Neuro2A IGF-stimulated pAkt S473 HTRF, 20 min; stronger effect = lower value; in the data active means activity change below about -80%; inconclusive means mostly about -51% to -80%; further: on the % scale 0 is the no-effect control and ±100 the full control effect
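Neuro2A cells in DMEM with 0.5% FBS, overnight at 37 deg C, given compound at single 50 µM final, then IGF (6 nM final) for 20 min at 37 deg C. Lysed; phospho-Akt Ser473 by HTRF after 24 h, 665/615 ratio.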
TDP-43 yeast inh: TDP-43 toxicity inhibition in yeast; AID 652104; hit rate 1.8% among 410,000; TDP-43 expressing yeast growth rescue, BacTiter-Glo, 24 h; Potency, µM (doses to about 46.1 µM), inactives show at the highest dose growth rescue (activation), actives largely listed as activators; further: potency means the concentration at half of the fitted maximal effect; % of control where 0% means no effect; nearly all actives have a fitted effect of over 50% in size
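In this qHTS, compounds that restore growth of yeast expressing TDP-43 appear as activators. Cells (OD600=0.02, galactose medium, raffinose-pregrown) are incubated with compound 24 hr at 30 deg C and growth is quantified by BacTiter-Glo.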
GLP1R inv ag: GLP-1 receptor (human) inverse agonism | P43220 | HEK293 GLP-1R CRE-luciferase, luminescence, 24 h; GLP-1R form is constitutively active | Potency, µM (highest dose often 38.3 µM), inactives show at the highest dose activity change, negative = inhibition, actives largely listed as inhibitors | hit rate 1.6% among 410,000 | AID 624417; further: potency means the concentration at half of the fitted maximal effect; on the % scale 0 is the no-effect control and ±100 the full control effect; nearly all actives have a fitted effect of over 55% in size
Target sequence (P43220 whole entry, looked up): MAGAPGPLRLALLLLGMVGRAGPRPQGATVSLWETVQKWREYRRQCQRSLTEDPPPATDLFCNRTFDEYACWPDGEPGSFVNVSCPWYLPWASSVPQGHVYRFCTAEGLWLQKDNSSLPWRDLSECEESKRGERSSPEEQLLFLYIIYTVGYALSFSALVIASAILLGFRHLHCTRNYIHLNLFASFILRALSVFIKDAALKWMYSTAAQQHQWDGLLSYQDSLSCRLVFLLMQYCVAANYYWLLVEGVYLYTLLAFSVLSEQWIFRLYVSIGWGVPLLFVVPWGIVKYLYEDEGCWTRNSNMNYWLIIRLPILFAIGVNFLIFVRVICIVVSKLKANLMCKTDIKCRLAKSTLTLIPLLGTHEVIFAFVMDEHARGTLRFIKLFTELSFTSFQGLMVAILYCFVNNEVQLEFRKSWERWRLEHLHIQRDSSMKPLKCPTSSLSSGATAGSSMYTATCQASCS
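Stable HEK293 clone (constitutively active GLP-1R + cAMP-response luciferase); 200 cells/uL plated, 12 h pre-culture, compound 24 hr, 37 deg C/5% CO2; detection reagent 12 min RT; luminescence.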
HEK293 tox: cytotoxic in the GLP-1 receptor inverse agonist counter-screen. AID 624418. HEK293 cAMP-luciferase reporter cells, luminescence, 24 h. hit rate 0.13% among 410,000. Potency, µM (titrated, usually from 38.3 µM), without a hit: at the top dose activity change, negative = inhibition, usual class: inhibitors;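 further: loss of luciferase light is scored as toxicity; potency means the concentration at half of the fitted maximal effect; on the % scale 0 is the no-effect control and ±100 the full control effect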
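A 23 nL compound transfer followed 12 hours of cell culture at 37 deg C; exposure then lasted 24 hr. Luciferase assay detection reagent was dispensed and plates read for luminescence after a 12 min room-temperature wait.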
aSyn yeast inh: alpha-synuclein toxicity inhibition in yeast. hit rate 0.14% among 370,000. Potency, µM (doses to about 46.1 µM), for the others: at the highest dose growth rescue (activation), usual class: activators. AID 652106. Yeast expressing alpha-synuclein, growth rescue, BacTiter-Glo, 24 h; further: potency means the concentration at half of the fitted maximal effect; % of control where 0% means no effect; nearly all actives have a fitted effect of over 65% in size
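Rescue of yeast growth: cells expressing toxic alpha-synuclein, induced in galactose at OD600 0.02, incubated with compound 24 h at 30 C. ATP luminescence quantified growth; inhibitors of toxicity appear as activators.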
PTHR1 agonist: activates the human parathyroid hormone receptor PTHR1; Q03431; HEK293 GP2 PTHR1 cells, GloSensor cAMP luminescence, 1 h; Potency, µM (series often up to 115 µM), for inactives: at the top dose activation, most hits filed as activators; hit rate 0.075% among 410,000; AID 743266; further: potency means the concentration at half of the fitted maximal effect; nearly all actives have a fitted effect of over 55% in size; some results filed as inactive show a strong effect at the top dose; inactives centre near -15; many of its hits are not listed in these tables
Target sequence (Q03431 whole entry, looked up): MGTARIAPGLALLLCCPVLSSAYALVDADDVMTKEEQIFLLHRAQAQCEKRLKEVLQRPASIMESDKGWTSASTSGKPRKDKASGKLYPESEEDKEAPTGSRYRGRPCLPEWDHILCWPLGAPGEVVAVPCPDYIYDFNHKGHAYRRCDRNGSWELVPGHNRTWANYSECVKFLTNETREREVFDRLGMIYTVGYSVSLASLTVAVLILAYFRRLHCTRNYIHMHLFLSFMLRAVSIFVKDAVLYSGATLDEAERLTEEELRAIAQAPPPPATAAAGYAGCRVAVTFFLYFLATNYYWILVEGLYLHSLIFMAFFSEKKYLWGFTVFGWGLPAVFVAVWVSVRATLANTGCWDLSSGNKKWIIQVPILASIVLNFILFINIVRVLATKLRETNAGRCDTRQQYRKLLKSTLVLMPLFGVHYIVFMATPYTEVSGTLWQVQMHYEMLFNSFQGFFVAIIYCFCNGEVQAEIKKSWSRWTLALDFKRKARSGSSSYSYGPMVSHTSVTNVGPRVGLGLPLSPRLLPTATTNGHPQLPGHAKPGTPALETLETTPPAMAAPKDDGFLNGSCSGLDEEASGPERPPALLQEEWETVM
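HEK-293-derived GP2 cells expressing PTHR1 and a GloSensor cAMP reporter, 3,000/well, plated overnight, given luciferin plus IBMX (each 0.5 mM as added) for 1 h at 37 °C, then compound for 1 h at 37 °C. Luminescence was read after 15 min at room temperature.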
FUS yeast rescue: rescues growth of FUS-expressing yeast | S. cerevisiae FUS-expressing, growth rescue, OD600, 24 h | hit rate 0.24% among 390,000 | Potency, µM (series often up to 76.6 µM), for inactives: top-dose growth rescue (activation), hits mostly activators | AID 1347120;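 further: potency means the concentration at half of the fitted maximal effect; plate controls were DMSO vehicle for no effect and reference control for full effect; nearly all actives have a fitted effect of over 55% in size; some results filed as inactive show a strong effect at the top dose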
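Yeast FUS proteinopathy model; galactose-induced FUS (2%), starting OD 0.005. Cpds in dilution series, 24hr, 30C, 99% humidity. Abs 600 nm growth. Pos ctrl CP55940 (top 92uM final); neg ctrl DMSO.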
Abeta yeast res: A-beta toxicity reversal in yeast. Potency, µM (doses to about 46.1 µM), inactives show top-dose growth rescue, usual class: activators. yeast expressing A-beta42, growth rescue, OD600, 48 h; response scale: 0% DMSO, 100% iron-clioquinol control. AID 1347071. hit rate 0.063% among 410,000; further: potency means the concentration at half of the fitted maximal effect; nearly all actives have a fitted effect of over 55% in size
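Growth rescue measured by 600 nm absorbance after 48 h yeast culture at 30 C with compound. Values normalized between DMSO and an equimolar ferric chloride plus clioquinol control.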
The depositor's hits bear a star; & = joins results of further samples; [ ] = dose if it differs, or a comment. Unless noted, the call rests on the fitted dose curve; in most records, active means well fitted curve in the direction sought with a large enough effect; inconclusive means small, poorly fitted or top-dose-only effect, or another doubt; inactive means no such curve, though single readings can be large; an effect the other way counts as inactive or inconclusive. This is a subset (hit frequency here may not be typical).

`Cc1ccc(NC(=O)Cc2nnc(SCC(=O)NC3CCCC3)n2C)c(C)c1` gave MmCpn inh 2%, Akt phos inh inactive, TDP-43 yeast inh -19%, GLP1R inv ag 2%, HEK293 tox -4%, aSyn yeast inh -7%, PTHR1 agonist inactive, FUS yeast rescue 17% and Abeta yeast res -5%.
`C=CCOc1c(CNc2ncn[nH]2)cccc1OCC` gave MmCpn inh 0%, Akt phos inh inactive, TDP-43 yeast inh -2%, GLP1R inv ag 16%, HEK293 tox 56%[activator], aSyn yeast inh -1%, PTHR1 agonist -33%[inhibitor][57.5 µM], FUS yeast rescue 25% and Abeta yeast res 29%.
`O=C(CC1OC(=O)c2ccccc21)NCC1COc2ccccc2O1` (stereo not given) gave MmCpn inh -1%, Akt phos inh inactive, TDP-43 yeast inh 15%, GLP1R inv ag 4%, HEK293 tox 6%, aSyn yeast inh 6%, PTHR1 agonist inactive, FUS yeast rescue -4% and Abeta yeast res 15%.
`COc1ccc(CCNC(=O)c2ccc(CNS(=O)(=O)c3ccccc3)cc2)cc1OC` gave MmCpn inh 1%, Akt phos inh inactive, TDP-43 yeast inh -9%&6%, GLP1R inv ag 2%&-1%, HEK293 tox -6%&8%, aSyn yeast inh -1%, PTHR1 agonist -32%&-16%[inhibitor], FUS yeast rescue 13%&-2% and Abeta yeast res -15%&5%.
CNC(=S)NNC(=O)COc1cccc(C)c1C was read as MmCpn inh 0%, Akt phos inh inactive, TDP-43 yeast inh 8%, GLP1R inv ag 15%, HEK293 tox -10%, aSyn yeast inh 11%, PTHR1 agonist inactive, FUS yeast rescue -5% and Abeta yeast res -46%[inhibitor].
Screening Fc1ccccc1-n1cc(-c2ccccc2)[nH]c1=S returned MmCpn inh -3%, Akt phos inh inactive, TDP-43 yeast inh 13µM*, GLP1R inv ag -19%[7.66 µM], HEK293 tox -2%[7.66 µM], aSyn yeast inh 3%, PTHR1 agonist -7%, FUS yeast rescue -4% and Abeta yeast res inconclusive.
Screening CO/N=C\C(=N\Nc1ccc(OC)cc1)C(=O)c1ccccc1 returned MmCpn inh 2%, Akt phos inh inactive, TDP-43 yeast inh -24%, GLP1R inv ag inconclusive, HEK293 tox -26%, aSyn yeast inh 4%, PTHR1 agonist -55%[inhibitor][57.5 µM], FUS yeast rescue 18% and Abeta yeast res 9%.
Screening Cc1cccc(-n2ncc3c(NCCCO)ncnc32)c1 returned MmCpn inh -1%, Akt phos inh inactive, TDP-43 yeast inh 19%, GLP1R inv ag -7%, HEK293 tox 8%, aSyn yeast inh 3%, PTHR1 agonist -25%, FUS yeast rescue -18% and Abeta yeast res -11%.
For O=C(COC(=O)C1CCC(=O)N1)Nc1ccc(Cl)cc1Cl (stereo not given) the results were MmCpn inh -2%, Akt phos inh inactive, TDP-43 yeast inh 14%, GLP1R inv ag 12%, HEK293 tox -8%[1.53 µM], aSyn yeast inh 1%, PTHR1 agonist inactive, FUS yeast rescue -7% and Abeta yeast res 8%.
`CN(C)C(=O)C1(c2ccccc2)CCN(S(=O)(=O)c2ccccc2)CC1` gave MmCpn inh 1%, Akt phos inh inactive, TDP-43 yeast inh 1%, GLP1R inv ag -1%, HEK293 tox 69%[activator], aSyn yeast inh 3%, PTHR1 agonist -9%, FUS yeast rescue -6% and Abeta yeast res 12%.
Screening CC1CCN(c2ccc(C(=O)O)cc2)CC1 returned MmCpn inh 0%, Akt phos inh inactive, TDP-43 yeast inh inconclusive, GLP1R inv ag 5%, HEK293 tox 9%, aSyn yeast inh -1%, PTHR1 agonist inactive, FUS yeast rescue 10% and Abeta yeast res 8%.
`CCCCNc1cccc2c1S(=O)(=O)N(CCCC)CC(COCc1ccccc1)O2` (stereo not given) gave Akt phos inh inactive, TDP-43 yeast inh 14%, GLP1R inv ag inconclusive, HEK293 tox 16%, aSyn yeast inh -3%, PTHR1 agonist -17%, FUS yeast rescue 6% and Abeta yeast res -6%.
Screening O=C(CS(=O)(=O)c1ccc(F)cc1)NCCS(=O)(=O)c1ccccc1 returned MmCpn inh -3%, Akt phos inh inactive, TDP-43 yeast inh -3%, GLP1R inv ag 22%, HEK293 tox -5%, aSyn yeast inh 4%, PTHR1 agonist -19%, FUS yeast rescue -26% and Abeta yeast res -11%.
CN(C)c1c([N+](=O)[O-])ncn1C was read as MmCpn inh -2%, Akt phos inh inactive, TDP-43 yeast inh 0%, GLP1R inv ag 13%, HEK293 tox -22%, aSyn yeast inh -17%, PTHR1 agonist -3%[57.5 µM], FUS yeast rescue -9% and Abeta yeast res -15%.
`COc1cc(C2NC(=S)NC(c3ccccc3)=C2C(C)=O)ccc1O` (stereo not given) gave MmCpn inh -3%, Akt phos inh inactive, TDP-43 yeast inh -13%, GLP1R inv ag -10%, HEK293 tox 3%, aSyn yeast inh -11%, PTHR1 agonist inactive, FUS yeast rescue 8% and Abeta yeast res -4%.
For CCn1ncc(Cl)c1C(=O)NC(=S)Nc1ccccc1Br the results were MmCpn inh -1%, Akt phos inh inactive, TDP-43 yeast inh 5.6µM*, GLP1R inv ag inconclusive, HEK293 tox inconclusive, aSyn yeast inh -26%, PTHR1 agonist inactive, FUS yeast rescue 10% and Abeta yeast res 28%.
Screening OCCNC1=NCCN1 returned MmCpn inh 1%, Akt phos inh inactive, TDP-43 yeast inh 19%, GLP1R inv ag 11%, HEK293 tox -11%, aSyn yeast inh 3%, PTHR1 agonist inactive, FUS yeast rescue -15% and Abeta yeast res 0%.
CC(=O)c1ccc(NC(=O)Cn2cc3c(n2)CCCC3)cc1 was read as TDP-43 yeast inh 9%[9.22 µM], GLP1R inv ag -5%, HEK293 tox 0%, PTHR1 agonist inactive, FUS yeast rescue -17% and Abeta yeast res 1%.
CN1CCN(C(=O)CSc2nc(-c3cccs3)cc(-c3cccs3)c2C#N)CC1 was read as MmCpn inh -7%, Akt phos inh inactive, TDP-43 yeast inh -4%, GLP1R inv ag inconclusive, HEK293 tox 215%[activator], aSyn yeast inh 5%, PTHR1 agonist inactive, FUS yeast rescue 19% and Abeta yeast res -25%.
`CS(=O)(=O)Cc1ccc(C(=O)NCC2(N3CCCCC3)CCCCC2)cc1` gave MmCpn inh -2%, Akt phos inh inactive, TDP-43 yeast inh 0%, GLP1R inv ag 2%, HEK293 tox 0%, aSyn yeast inh -3%, PTHR1 agonist 5%, FUS yeast rescue 12% and Abeta yeast res -8%.
CN(C)/C=C/C(=O)c1nn(-c2ccc(F)cc2)ccc1=O was read as MmCpn inh 0%, Akt phos inh inactive, TDP-43 yeast inh 28%, GLP1R inv ag 15%, HEK293 tox 1%, aSyn yeast inh 12%, PTHR1 agonist -6%, FUS yeast rescue 23% and Abeta yeast res 19%.
Cc1nc(N2CCCC2)c2c(C(=O)Nc3ccc(C)c(Cl)c3)c(C)oc2n1 was read as TDP-43 yeast inh 16%, GLP1R inv ag 6%, HEK293 tox -1%, PTHR1 agonist 17%, FUS yeast rescue 0% and Abeta yeast res -8%.
Cc1ccc(C)c(NC(=O)CSc2nnc(Cc3cccn3C)n2-c2ccc(F)cc2)c1 was read as MmCpn inh -3%, Akt phos inh inactive, TDP-43 yeast inh 5%, GLP1R inv ag -13%, HEK293 tox 1%, aSyn yeast inh -1%, PTHR1 agonist -19%, FUS yeast rescue 5% and Abeta yeast res 2%.
For COc1ccc(CN(Cc2cc3cc(C)ccc3[nH]c2=O)C(=O)N(C)C)cc1 the results were MmCpn inh -1%, Akt phos inh inactive, TDP-43 yeast inh 28%, GLP1R inv ag -1%, HEK293 tox -9%, aSyn yeast inh 0%, PTHR1 agonist -36%[inhibitor], FUS yeast rescue 33% and Abeta yeast res 19%.
Screening O=C(CN1CCN(C(=O)c2ccco2)CC1)Nc1ccc2c(c1)OCO2 returned Akt phos inh inactive, TDP-43 yeast inh 6%, GLP1R inv ag 0%, HEK293 tox 6%, aSyn yeast inh 7%, PTHR1 agonist inactive and Abeta yeast res 2%.
CCOc1ccc(CCNC(=O)Cn2c(-c3cccs3)cc3ccccc32)cc1OCC was read as TDP-43 yeast inh 29%, GLP1R inv ag 9%, HEK293 tox 13%, PTHR1 agonist -2%, FUS yeast rescue 9% and Abeta yeast res 21%.
Cc1cc(C(=O)COC(=O)c2ccncc2)c(C)n1Cc1ccco1 was read as MmCpn inh -2%, Akt phos inh inactive, TDP-43 yeast inh -6%[9.22 µM], GLP1R inv ag 29%, HEK293 tox 6%, aSyn yeast inh 15%, PTHR1 agonist inconclusive, FUS yeast rescue 29% and Abeta yeast res -10%.
C[C@H](CO)N1C[C@H](C)[C@@H](CN(C)S(=O)(=O)c2ccccc2)Oc2ccc(NC(=O)Nc3ccc4c(c3)OCO4)cc2C1=O was read as MmCpn inh -2%, Akt phos inh inactive, TDP-43 yeast inh 5%, GLP1R inv ag -3%, HEK293 tox -25%, aSyn yeast inh 3%, PTHR1 agonist -26%, FUS yeast rescue inconclusive and Abeta yeast res 1%.
O=C(NO)c1cc(OCC(F)(F)F)ccc1OCC(F)(F)F was read as MmCpn inh 0%, Akt phos inh inactive, TDP-43 yeast inh -20%, GLP1R inv ag 3%, HEK293 tox 8%, aSyn yeast inh -6%, PTHR1 agonist -8%, FUS yeast rescue 19% and Abeta yeast res 14%.

Source: PubChem (National Center for Advancing Translational Sciences (NCATS))
